hDAT+cocaine – changed hDAT dopamine uptake under cocaine IC80, either direction, primary screen, cocaine antagonist project, cell-based, LLC-PK1 hDAT, [14C]-dopamine uptake, MLSMR; B-score at 10 µM; AID 449768, 2010; LLC-PK1 hDAT cells, [14C]-dopamine uptake with cocaine IC80; actives deviate in either direction; Sodium-dependent dopamine transporter (Homo sapiens), Q01959; hit rate 1.3% among 110,000;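 active = Z score or B-score, a plate-position-corrected score, falls beyond the plate's 99.7% confidence bounds, in either direction; inactive = both scores lie inside the 99.7% bounds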;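 note: scored against the spread of the other compound wells on the same plate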
Target sequence (Q01959 whole entry, looked up): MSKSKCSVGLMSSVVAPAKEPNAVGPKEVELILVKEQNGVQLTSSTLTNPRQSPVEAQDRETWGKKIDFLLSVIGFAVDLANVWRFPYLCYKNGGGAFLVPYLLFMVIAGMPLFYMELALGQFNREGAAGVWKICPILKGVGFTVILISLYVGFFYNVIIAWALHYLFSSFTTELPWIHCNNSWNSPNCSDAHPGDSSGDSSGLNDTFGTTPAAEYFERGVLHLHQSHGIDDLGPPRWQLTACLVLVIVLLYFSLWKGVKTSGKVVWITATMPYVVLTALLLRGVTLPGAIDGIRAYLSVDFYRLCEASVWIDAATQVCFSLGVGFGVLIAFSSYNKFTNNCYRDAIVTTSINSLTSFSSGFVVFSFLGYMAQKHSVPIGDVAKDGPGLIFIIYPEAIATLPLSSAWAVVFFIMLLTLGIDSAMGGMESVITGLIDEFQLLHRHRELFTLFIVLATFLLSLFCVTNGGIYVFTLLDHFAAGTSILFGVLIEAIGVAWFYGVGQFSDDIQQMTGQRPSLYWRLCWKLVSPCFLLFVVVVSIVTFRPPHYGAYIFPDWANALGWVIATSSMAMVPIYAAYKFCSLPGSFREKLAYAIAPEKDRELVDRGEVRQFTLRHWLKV
An asterisk follows results filed as active. The list is partial (hit frequency here may not be typical).

SMILES	hDAT+cocaine
C/C(=C\COc1cc(=O)[nH]c2ccccc12)CCC(O)C(C)(C)O (centres undefined)	1.05
O=C(NCc1ccccc1)C1(C(F)(F)F)CC(CCCO)CCCO1 (centres undefined)	0.29
O=C1C=CCC(/C=C/c2ccccc2)O1 (centres undefined)	-1.2
C[C@@H](NC(=O)c1nc[nH]c1C(=O)N[C@@H](CCCCNC(=O)OC(C)(C)C)C(=O)OC(C)(C)C)c1ccccc1	1.26
COC(=O)[C@@H]1C[C@]2(Br)c3ccccc3N(S(=O)(=O)c3ccccc3)[C@@H]2N1C(=O)OC	0.0575
CC(C)CCNC(=O)C1CC(c2ccc(C(F)(F)F)cc2)=NO1 (centres undefined)	1.43
Fc1ccc(-n2nnc(-c3nccs3)n2)cc1	0.737
C=C1CCN([C@@H](Cc2ccccc2)C(=O)Nc2ccc(OC)cc2)S(=O)(=O)c2ccccc21	-0.381
CC(=O)OCC(CCn1cnc2cnc(N)nc21)COC(C)=O	-0.773
COc1cc(O)cc2c1[C@@H]1Oc3c(ccc(O)c3CC=C(C)C)[C@@H]1CO2	0.187
OCCNc1nc(Nc2ccccc2Oc2ccccc2)nc(N2CCCC2)n1	-0.201
COC(C[C@@H]1O[C@@H]1C(=O)[C@H](C)OCc1ccccc1)OC	-1.33
O=C(NCc1nc2ccccc2[nH]1)C1=C[C@H](c2coc3ccccc3c2=O)C[C@H](OCCCCO)O1	0.413
C/C(=C/CCC(C)C1CCC2(C)C3CCC4C(C)(C)C(=O)CCC4(C)C3=CCC12C)C(=O)O (centres undefined)	-0.363
Cc1cccc(COCC(Cc2ccccc2)N2CCN(C(=O)c3cccc(Cl)c3)CCC2=O)c1 (centres undefined)	0.21
C#Cc1ccc([C@H]2C=C(C(=O)N3CCN(Cc4ccc5c(c4)OCO5)CC3)O[C@@H](OCC)[C@@H]2CCCO)cc1	1.5
COc1ccc2[nH]c(-c3cccc(F)c3)cc(=O)c2c1	-0.369
Nc1c(Cl)cc(-c2csc(NC(CO)c3nc4ccccc4n3CCOCCO)n2)cc1Cl (centres undefined)	0.35
COc1ccc(-c2cc([C@H]3[C@@H]4C=CCC[C@@]4(C)C(=O)N3Cc3ccccc3)ccc2F)cc1OC	-0.428
CCO[C@@H]1OC(C(=O)O)=C[C@H](c2ccc3c(c2)OCO3)[C@H]1CCCO	-0.856
Cc1ccc(S(=O)(=O)N2CCC(=O)N(C(COCc3ccc(C(F)(F)F)cc3)C(C)C)CC2)cc1 (centres undefined)	0.795
CC(=O)c1c(O)cc(O)cc1CC(=O)O	-0.0161
O=C(NCc1ccccc1)c1onc(CSc2ccc(F)cc2)c1C(=O)NCc1ccccc1	1.34
COc1ccc(Cc2c3cc(OC)c(OC)cc3cc[n+]2C)cc1OC	0.336
COC(=O)CNC(=O)c1ccccc1	0.863
CC(C)C[C@H](NC(=O)c1[nH]cnc1C(=O)N[C@@H](C)C(=O)OC(C)(C)C)C(=O)OCc1ccccc1	0.46
CC1(OC(=O)c2ccco2)C(=O)C=C2C=C(c3ccsc3)OC=C2C1=O (centres undefined)	-0.393
COc1ccc(NC(=O)c2ccc(-c3ccc(C)c4ccccc34)o2)cc1	-1.12
CC(C)(C)OC(=O)N1CCN(C(=O)Cn2cc(CCO)nn2)CC1	-0.508
NC(=O)CC[C@@H]1NC(=O)[C@@H]2CCCN2C(=O)c2cc([N+](=O)[O-])cc(I)c2NCCC[C@@H](C(=O)NC(CC(=O)O)C(N)=O)NC1=O (some centres undefined)	0.486
CCO[C@@H]1OC(C(=O)N2CCOCC2)=C[C@H](c2coc3ccccc3c2=O)[C@H]1CCCO	-0.197
CCCCCCCCN1[C@@H](CC(=O)OC)c2cc(C(F)(F)F)ccc2S1(=O)=O	1.41

3 compounds already listed, sorted by the number in hDAT+cocaine, ascending.
canonical_smiles	hDAT+cocaine
CC1(OC(=O)c2ccco2)C(=O)C=C2C=C(c3ccsc3)OC=C2C1=O (centres undefined)	-0.393
COc1ccc2[nH]c(-c3cccc(F)c3)cc(=O)c2c1	-0.369
O=C(NCc1ccccc1)C1(C(F)(F)F)CC(CCCO)CCCO1 (centres undefined)	0.29

(next part)
SMILES	hDAT+cocaine
Cc1nc(-c2ccc(Cl)cc2)sc1C1(C)CC(c2ccc(OC(F)(F)F)cc2)=NO1 (centres undefined)	1.26
CC1CCC/C=C/C(=O)c2c(O)cc(O)cc2CC(=O)O1 (centres undefined)	0.577
OCC[C@H]1C[C@H](O)[C@@H](O)[C@]2(CCCO2)O1	-0.409
C#Cc1ccc([C@@H]2C=C(C(=O)O)O[C@H](OCCCCO)C2)cc1	-0.622
NC(CO)c1cn([C@@H](CCC(=O)O)C(=O)N2CCNCC2)nn1 (some centres undefined)	-0.851
C/C=C\C=C/C(=O)Nc1cccc(C2=NOC3(C2)C[C@@H](C(N)=O)N(C(=O)CCCCC)C3)c1 (some centres undefined)	-0.43
CCN1C(=O)N[C@@H](c2ccccc2)[C@@H](C(=O)OC)[C@H]1C	-0.502
CCCCNC(=O)c1onc(CSc2ccc(F)cc2)c1C(=O)NCCCC	-0.342
COC(=O)C1=C(C)N(Cc2ccccc2)C(=O)N[C@H]1c1ccccc1	-0.0141
C/C=C\C(=O)Nc1cccc(C2=NOC3(C2)C[C@@H](C(N)=O)N(C(=O)c2ccccc2)C3)c1 (some centres undefined)	-0.178
CC(C)C(=O)N1CCC2(CC1)Oc1ccc(Cl)cc1C(=O)C21CC(c2cccnc2)=NO1 (centres undefined)	0.656
COc1ccccc1C(=O)Nc1nc2cc3c(cc2s1)OCCO3	-0.302
CC1=C(CC[C@@H](C)CO)OC2CC3C4CCC5CC(O)CCC5(C)C4CC(=O)C3(C)C12 (some centres undefined)	0.0491
COc1ccc(-c2ccc(OC)c([C@H]3[C@H]4C=CC[C@@H](C)[C@@H]4C(=O)N3Cc3ccccc3)c2)cc1	-0.361
CCOC(=O)C1Nc2c(F)cc(C)cc2C2C=CCC12 (centres undefined)	-0.227
CC1OC(Oc2c(-c3cc(O)c(O)c(O)c3)oc3cc(O)cc(O)c3c2=O)C(O)C(O)C1O (centres undefined)	-1.01

By substructure, those above containing a COOH group.
SMILES	hDAT+cocaine
C/C(=C/CCC(C)C1CCC2(C)C3CCC4C(C)(C)C(=O)CCC4(C)C3=CCC12C)C(=O)O (centres undefined)	-0.363
CCO[C@@H]1OC(C(=O)O)=C[C@H](c2ccc3c(c2)OCO3)[C@H]1CCCO	-0.856
CC(=O)c1c(O)cc(O)cc1CC(=O)O	-0.0161
NC(=O)CC[C@@H]1NC(=O)[C@@H]2CCCN2C(=O)c2cc([N+](=O)[O-])cc(I)c2NCCC[C@@H](C(=O)NC(CC(=O)O)C(N)=O)NC1=O (some centres undefined)	0.486
C#Cc1ccc([C@@H]2C=C(C(=O)O)O[C@H](OCCCCO)C2)cc1	-0.622
NC(CO)c1cn([C@@H](CCC(=O)O)C(=O)N2CCNCC2)nn1 (some centres undefined)	-0.851

(list continues)
SMILES	hDAT+cocaine
CCCCNC(=O)C1CC(c2ccc(C(F)(F)F)cc2)=NO1 (centres undefined)	-0.111
COc1ccc(CNc2nc(NCc3ccc(OC)cc3)c3[nH]cnc3n2)cc1	0.432
CCO[C@H]1OC(C(=O)N2CCN(Cc3ccccc3)CC2)=C[C@@H](C)[C@@H]1CCCO	0.519
Nc1c(Cl)cc(-c2csc(N3CCCC3c3nc4cc(Cl)c(N5CCCCC5)cc4n3CCCO)n2)cc1Cl (centres undefined)	0.996
COc1ccc(C[C@H]2CN3C(=NC[C@H]3Cc3ccccc3)N2CCNC(=O)CCC2CCCCC2)cc1	-0.67
O=C(O)c1cccc(O)c1O	0.0815
c1ccc2c(c1)nc1n2CC2CON(C3CCCCC3)C12 (centres undefined)	-0.142
CC(C)(C)CN1C(N)=NC[C@@H]1Cc1ccccc1	-2.68*
COC(=O)C1=C(C(=O)OC)[C@@H]2N(Cc3ccccc3)c3ccccc3[C@@]23C[C@@H](C(=O)OC)N=C3N1	1.34
CN(C[C@H](Cc1ccccc1)N(C[C@H](Cc1ccccc1)N(CCc1cc(C(F)(F)F)cc(C(F)(F)F)c1)N=O)N=O)N=O	-1.12
CCOC(=O)CSCC(=O)Nc1nnc(-c2cccc([N+](=O)[O-])c2)s1	-1.4
CC(C)[C@H]1COCCS(=O)(=O)N1Cc1ccccc1F	0.342
CC(=O)Nc1sc2c(c1C(c1ccccc1Cl)N1CCN(CCO)CC1)CCCC2 (centres undefined)	1.68
C#CCNC(=O)C1=C[C@H](c2csc3ccccc23)[C@@H](CCCO)[C@H](OCC)O1	1.01
O=C(NCc1ccccn1)C1Nc2ccc(OC(F)(F)F)cc2C2C=CCC12 (centres undefined)	-0.428
O=C(NCc1cccc(Br)c1)C1CC(c2ccccc2[N+](=O)[O-])=NO1 (centres undefined)	1.73
CCOC(=O)CCc1cnccc1-c1cccc(OC)c1O	1.05
O=c1[nH]cn[nH]1	0.927
NC(=O)CC(NC(=O)Cc1ccc(Br)cc1)c1ccc(N2CCN(c3ccc(F)cc3)CC2)c([N+](=O)[O-])c1 (centres undefined)	-0.741
CC1(C)CC(=O)C=C(c2ccc3[nH]ccc3c2)C1	0.285
O=C(NCc1ccccc1)c1onc(CSc2ccncc2)c1C(=O)NCc1ccccc1	-1.52
CCOC(=O)c1ccc(OC(=O)CCCCCN=C(N)N)cc1	-0.555
Cc1cc(OC(=O)c2c(C)cc(OC(=O)c3c(C)cc(O)cc3O)cc2O)cc(O)c1C(=O)O	0.986
CC1(C)c2[nH]c3ccccc3c2C[C@@H]2C(=O)N(Cc3ccco3)C(=O)N21	1.25
Cc1ccc(S(=O)(=O)NC(=O)c2ccc(-c3ccc(-c4ccccc4)cc3)o2)c(C)c1	-2.15*
CCOC(=O)CN(C)C(=O)C1CCCN1C(=O)OC(C)(C)C (centres undefined)	-0.297
FC(F)(F)c1cc(CCN2CCNC[C@@H]2Cc2ccccc2)cc(C(F)(F)F)c1	-0.0382
CC[C@H](C)C(C(=O)N1CCN(C(=O)OC(C)(C)C)CC1)n1cc(C(CO)NC(=O)OC(C)(C)C)nn1 (some centres undefined)	-0.975
CC(C)[C@@H]1C=C(C(=O)O)O[C@H](OCCCCO)C1	0.0698
COC(=O)C[C@H]1c2ccccc2S(=O)(=O)N1C(C)C	-0.642
Cc1cccc(C(=O)N2CCC(=O)N(C(COCc3ccccc3)Cc3ccccc3)CC2)c1 (centres undefined)	0.203
CC(C)=CCc1c(O)cc(O)c2c1OC(c1ccc(O)cc1)CC2=O (centres undefined)	1.13
O=C1c2ccccc2S(=O)(=O)c2cc(C(=O)N3CCN(c4c(Cl)cncc4Cl)CC3)ccc21	1.64
CCCCCCCCN1[C@@H](CC(=O)O)c2ccc(C(F)(F)F)cc2S1(=O)=O	0.549
COCOc1ccc(/C=C/C(=O)c2c(O)cc(OCOC)cc2OCOC)cc1	0.504
C#CCNC(=O)C1=C[C@@H](C2CCCCC2)C[C@@H](OCCCCO)O1	-0.453
COC(=O)C1=C(C(=O)OC)[C@@H]2N(C)c3ccccc3[C@@]23C[C@@H](CO)N=C3N1	-0.998
C=CC(C)(C)c1cc2cc3ccoc3cc2oc1=O	1.27
CN1c2ccccc2C(O)=C(C(=S)Nc2ccccc2)S1(=O)=O	-0.23
CC(O)[C@H]1CNC(=O)C(=O)N1CC(C)(C)C (some centres undefined)	-0.14
COc1cc(C2CC(=O)Oc3c(C(CCN4CCCC(C)C4)c4ccc(N(C)C)cc4)c(OC)cc(OC)c32)cc(OC)c1OC (centres undefined)	0.0262
COc1cc2c(cc1OC)C(C)=NCC2	0.0144
O=C(C1=C[C@@H](C2CC2)C[C@@H](OCCCCO)O1)N1CCOCC1	-1.87
Brc1ccc(-c2noc3c2-c2nc(-c4ccccc4)sc2CC3)cc1	-2.89
CCOC(=O)O[C@]1(C(=O)OCCl)CC[C@H]2[C@@H]3CCC4=CC(=O)C=C[C@]4(C)[C@H]3[C@@H](O)C[C@@]21C	0.0868
COc1ccccc1Nc1nc(N2CCCC2)nc(N2CCOCC2)n1	-0.00231
Cc1cccc(C)c1NC(=O)C1=C(O)c2ccccc2N(C)S1(=O)=O	0.0778
Cc1nc2ccc(S(=O)(=O)Nc3cccc(-c4nc5cccnc5s4)c3)cc2s1	0.577
COC(C/C=C/[C@@H](O)COCc1ccccc1)OC	0.0677
C=Cc1c(C)c2cc3[nH]c(cc4nc(cc5nc(cc1[nH]2)C(C)=C5CCC(=O)O)C(CCC(=O)O)=C4C)c(C)c3C=C	-1.43
NC(=O)CC(NC(=O)Cc1cccc2ccccc12)c1ccc(NCCOc2ccccc2)c([N+](=O)[O-])c1 (centres undefined)	-0.478
COC(=O)C(CC(C)C)N1CCC(=O)c2ccccc2S1(=O)=O (centres undefined)	0.0725
CCCCCCCCCCCCN1[C@@H](CC(=O)OC)c2cc(C(F)(F)F)ccc2S1(=O)=O	-1.42
COc1ccccc1[C@@H]1C(c2cccc(Cl)c2)=NN(c2ccc(Br)cc2)[C@H]1C(=O)N1CCOC1=O	1.21
O=C(NC1CC1)C1=C[C@@H](c2coc3ccccc3c2=O)C[C@@H](OCc2ccc(CO)cc2)O1	-0.0283
O=C(Nc1ccccc1)C1=C[C@H](c2csc3ccccc23)C[C@H](OCc2ccc(CO)cc2)O1	1.02
CCOC(=O)c1sc(SCc2ccccc2)c2c1CC(C)(C)CC2=O	1.05
